# NPY2 pot ag – potentiators or agonists of human neuropeptide Y receptor Y2. cells expressing NPY-Y2, potentiator/agonist read-out. activation, % at 3.6 µM. 0.45% of 220,000 active. AID 1359; in the data active = activation above about 27%;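 note: cells stimulated with NPY near EC25 plus isoproterenol at EC100; 0% = vehicle plus submaximal agonist and 100% = vehicle plus saturating agonist; some results beyond the cut were filed as inactive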
# Target sequence (P49146 whole entry, looked up): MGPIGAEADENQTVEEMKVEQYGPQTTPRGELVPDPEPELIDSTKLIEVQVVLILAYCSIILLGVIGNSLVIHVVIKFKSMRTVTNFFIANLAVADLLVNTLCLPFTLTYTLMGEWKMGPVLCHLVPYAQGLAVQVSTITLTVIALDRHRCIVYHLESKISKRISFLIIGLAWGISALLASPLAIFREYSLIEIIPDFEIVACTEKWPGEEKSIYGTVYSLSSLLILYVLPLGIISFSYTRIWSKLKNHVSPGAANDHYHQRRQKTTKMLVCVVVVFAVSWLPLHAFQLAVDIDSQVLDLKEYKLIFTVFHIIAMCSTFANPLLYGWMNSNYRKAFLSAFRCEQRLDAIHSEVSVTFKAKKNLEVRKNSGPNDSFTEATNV
# S1P4 antagonist – human S1P4 receptor antagonism; S1P4-expressing cells, antagonist mode, reporter read-out; O95977; 0.26% of 220,000 active; inhibition, % at 4.98 µM; AID 1510; in the data active = inhibition above about 29%;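 note: 0% = wells stimulated with agonist and 100% = vehicle wells without agonist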
# Target sequence (O95977 whole entry, looked up): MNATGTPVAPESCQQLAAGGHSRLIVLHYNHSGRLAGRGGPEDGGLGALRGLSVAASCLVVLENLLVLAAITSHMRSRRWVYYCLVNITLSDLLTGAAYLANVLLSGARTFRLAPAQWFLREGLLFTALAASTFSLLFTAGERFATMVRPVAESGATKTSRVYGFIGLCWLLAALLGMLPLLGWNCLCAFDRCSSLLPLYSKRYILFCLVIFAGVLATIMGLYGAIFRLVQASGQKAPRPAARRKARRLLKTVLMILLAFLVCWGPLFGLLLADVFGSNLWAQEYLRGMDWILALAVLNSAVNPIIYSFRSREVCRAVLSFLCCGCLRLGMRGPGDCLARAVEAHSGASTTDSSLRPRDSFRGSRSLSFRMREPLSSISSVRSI
# Ba/F3 V617F tox – loss of viability in JAK2V617F-driven Ba/F3 cells; 1.1% of 220,000 active; Ba/F3 EpoR-JAK2V617F viability, ATP luminescence; inhibition, % at 5.6 µM;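 active = inhibition above the campaign mean plus 3 SD over all tested compounds, cut at about 24% in these data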;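 note: cytokine-independent growth of Ba/F3 cells driven by EpoR plus mutant JAK2; 0% = DMSO-treated cells and 100% = JAK inhibitor I control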
# CHOP inhibitor – blocks CHOP induction under ER stress. CHO-K1 CHOP-promoter luciferase, tunicamycin-induced, 15-18 h. inhibition, % at 10 µM. 3.8% of 220,000 active;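 active = compounds that reduced the stress-induced luciferase reporter signal by more than about 70% of percent inhibition, limit read from the data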;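 note: 0% = tunicamycin plus vehicle and 100% = wells without tunicamycin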
# BaF3 tox – reduces parental Ba/F3 cell viability, JAK2V617F counter-screen; CellTiter-Glo ATP luminescence; inhibition, % at 5.6 µM; 1.1% of 220,000 active; AID 1486;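 active = inhibition above a per-campaign cutoff, the mean inhibition of all tested compounds plus 3 SD, cut at about 27% in these data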;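 note: 0% = DMSO wells and 100% = JAK Inhibitor I control wells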
# NPY Y1 blocker – antagonists of human neuropeptide Y receptor Y1 | P25929 | HEK293-CNG Y1 cells, membrane potential fluorescence; NPY at EC95, then isoproterenol | inhibition, % at 3.6 µM | 1% of 200,000 active;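 active = inhibition above the campaign mean inhibition of all tested compounds plus 3 SD, cut at about 20% in these data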;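 note: 0% = DMSO wells given NPY plus isoproterenol and 100% = isoproterenol alone without NPY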
#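 Material: HEK293 cells with Y1 receptor plus CNG channel; times: compound incubation 1 h at room temperature, readout 45 min post-stimulation; signal: fluorescence, membrane potential probe; read-out basis: fluorescence ratio normalized to % inhibition between controls; benchmarks: full-block control isoproterenol-only wells, zero-block control NPY plus isoproterenol wells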
# S1P4 agonist – human S1P4 receptor agonism; activation, % at 4.98 µM; 0.35% of 220,000 active; O95977; S1P4-expressing cell line, agonist reporter assay; in the data active = activation above about 11%;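 note: 0% = DMSO vehicle and 100% = reference agonist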
# p47phox inh – inhibitors of human p47phox binding. p47phox/p22phox peptide binding, fluorescence polarization, 2 h. inhibition, % at 24.7 µM. 0.53% of 220,000 active. P14598;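 active = inhibition above about 30%, limit read from the data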;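 note: 0% = p47phox with labelled peptide and 100% = labelled peptide alone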
# NPY1 pot ag – human NPY-Y1 potentiation or agonism, primary screen; NPY-Y1 expressing cells, potentiator/agonist activation; activation, % at 3.6 µM; 0.37% of 220,000 active; in the data active = activation above about 33%, passing the limit was not always enough;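 note: cells stimulated with NPY at EC10 then isoproterenol at EC100; 0% = low agonist plus stimulus and 100% = saturating agonist plus stimulus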
# * hit, by the source's call; . = not tested or not shown; & = joins results of further samples. This is a random part of the collection; about 7.1% have a hit in one of these screens.
SMILES,NPY2 pot ag,S1P4 antagonist,Ba/F3 V617F tox,CHOP inhibitor,BaF3 tox,NPY Y1 blocker,S1P4 agonist,p47phox inh,NPY1 pot ag
COc1ccc(NC(C)=O)cc1NC(C)C(=O)Nc1cccc2ccccc12 (stereo not given),3,1,1,-3,5,0,0.8,3,4
Cc1ccc(NC(=O)c2noc3c2CCc2ccccc2-3)cc1,-16,-4,3,15,6,12,0.4,-15,-4
CCOC(=O)c1cnc(SC)nc1Oc1cccc(NC(=O)c2ccc(Cl)cc2)c1,-11,-13,3,20,6,-2,-0.7,-6,-18
COC(=O)C1=C(C)NC(=O)CC1c1cccc(Cl)c1Cl (stereo not given),-2,-3,4,39,0,0,0.4,-2,-8
COc1ccc(/C=N/NC(=O)CCc2n[nH]c(=O)[nH]c2=O)cc1O,-8,-2,-3,-11,2,4,-1.0,1,-6
Cc1cc(C(=O)N/N=C/c2ccc(-c3ccc(C)c(Cl)c3)o2)n[nH]1,-17,-1,-3,8,-3,.,1.9,-55,-11
Cc1ccc(NC(=O)c2cccc(Cl)c2)nc1,3,2,-2,25,5,0,-1.1,-9,-22
CCCCCCNS(=O)(=O)c1nc2nc(C)cc(C)n2n1,22,-11,-4,21,3,6,0.0,-11,17
O=C(CC1CCOCC1)Nc1ccc(Cl)c(Cl)c1,0,-11,1,-9,10,-2,-0.8,-8,2
N#C/C(=C(/O)CN1CCCCC1)c1nc(-c2ccc(Cl)cc2)cs1,-2,-12,1,42,3,13,-0.4,-20,5
CC(C)NC(=O)c1ccc(COCC(F)(F)F)cc1,-1,0,-2,25,7,5,2.8,2,6
C=CCOc1cccc(/C=C2\C(=O)N(Cc3ccc(C)cc3)C(C)=C2C(=O)OC)c1,10,0,-2,-8,2,4,1.2,-20,-11
CCCCOC(=O)Nc1sc2c(c1C(=O)OC)CCC2,-6,-21,-1,70,4,0,-0.3,-28,0
CC1=NNC(=O)C1CC(=O)N/N=C(\C)c1ccco1 (stereo not given),1,-1,2,21,9,1,1.5,-2,-12
COc1cc(OC)c(OC)cc1/C=C1\CCC(C2CCCC2)C1=O (stereo not given),-4,6,4,46,6,5,0.6,-5,-3
CCCOc1ccccc1NC(=O)c1ccc(N)cc1,-9,-5,4,21,5,4,0.8,-2,-16
O=C(NC1CCN(Cc2ccccc2)CC1)c1ccc(Cn2c(=S)[nH]c3ccc(N4CCOCC4)cc3c2=O)cc1,-19,-10,0,16,6,-1,0.5,-15,-9
Cc1cc(Br)c(NC(=O)CN(C)CCOc2ccccc2)c(Br)c1,-3,0,0,-7,3,0,-0.5,-6,-13
Cc1ccc(-n2c(CNc3ccc(F)cc3)nnc2SCC(=O)O)cc1,-6,-17,-3,-10,2,0,2.2,-3,4
CCN1CCN(S(=O)(=O)c2cccc(S(=O)(=O)N3CCOCC3)c2)CC1,-20,-14,0,5,4,5,-0.2,3,1
Cc1ccc(CN2C(=O)CCC2C(=O)NC2CCCC2)cc1 (stereo not given),15,-14,-4,26,1,0,2.3,-2,-6
COc1ccc(OC)c(NC(=O)c2sc3nc(Cc4ccccc4)cc(C(F)(F)F)c3c2N)c1,-1,-18,-5,-26,-1,-2,-0.2,-34,17
Nc1nnc(COc2ccccc2)s1,1,-10,-3,-11,4,-3,3.1,-2,13
C=CCc1ccccc1OCC(O)CN1CCN(Cc2ccc3c(c2)OCO3)CC1 (stereo not given),87*,-6&0,5&3,27&15,9&4,-16&-13,-2.0&-2.2,4&-7,92*
COc1ccc(CN2CC(C(=O)NCCCOC(C)C)CC2=O)cc1 (stereo not given),-26,0,8,11,10,11,1.6,-10,-3
NC(=O)NC1NC(=O)NC1=O (stereo not given),-2,3,-2,12,-4,.,-1.1,-6,8
CC(C)C(=O)Nc1ccc(C(=O)NCc2cccnc2)cc1,-4,-1,60*,.,20,-2,-1.3,-8,-3
Cc1nn(-c2ccccc2)c(-c2ccccc2[N+](=O)[O-])c1C(=O)O,-4,-4,-2,-2,-1,.,2.4,-8,5
Cc1ccc2nc(Cl)c(/C=N/NC(=O)[C@H]3C[C@@H]3c3ccccc3)cc2c1,11,-12,-4,74*,3,3,3.1,31*,-6
COc1ccc(CCNC(=O)CNCC2CCCO2)cc1OC (stereo not given),2,-2,2,20,5,1,0.4,5,-12
CCOc1ccc(C(=O)N[C@H](C(=O)Nc2ccc(OC)c(S(=O)(=O)N3CCOCC3)c2)C(C)C)cc1,6,-30,-2,23,6,3,1.2,-8,13
NC(=S)Nc1cccc2[nH]ncc12,10,1,-1,5,1,3,-0.8,-12,5
Cc1c(CN(C)CCc2ccccc2)c(=O)n(-c2ccccc2)n1C,3,-3,2,15,4,4,2.8,8,-19
Fc1ccc(NC(=S)Nc2cccnc2)c(Cl)c1,1,-2,3,1,6,-3,0.9,-3,1
O=c1/c(=C\c2cccn2-c2ccccc2)sc2nc3ccccc3n12,-5,-13,-2,68,1,0,-0.2,-30,5
CCOC(=O)N1CCC(N2CCN(S(=O)(=O)c3ccc(Cl)cc3)CC2)CC1,-1,-19,-2,34,2,4,-1.3,-4,4
Cc1ccc(-c2nnc(N3CCN(C(=O)CN4CCOCC4)CC3)c3ccccc23)cc1,-5,16,2,43,10,4,-1.1,-15,-24
O=C(Nc1ccc2c(c1)OCCO2)c1ccccc1F,5,-23,1,-25,1,5,-0.2,-24,14
CCCn1nnc(NC(=S)NC(=O)C(C)(C)C)n1,9,-15,2,-3,2,5,-0.1,-6,15
CC(=O)N(NC(=O)c1ccccc1Cl)C1CC(=O)N(c2ccc(C)cc2)C1=O (stereo not given),-7,-5,1,-18,1,-4,1.4,1,-4
Cc1cc(=O)oc2cc(OC(=O)CCCCCN3C(=O)c4ccccc4C3=O)ccc12,6,-26,2,4,5,4,3.3,-4,-9
Cc1ccc(NC(=O)CSc2nnc(CNC(=O)c3ccccc3F)o2)cc1,-14,2,1,3,5,0,0.9,-2,-5
O=C(Cn1nc(-c2ccccc2)c2ccccc2c1=O)NCCN1CCOCC1,9,-1,1,2,6,3,-0.2,8,12
Cn1c(=O)oc2cc(S(=O)(=O)N3CCN(Cc4ccc5c(c4)OCO5)CC3)ccc21,-3,-6,-4,40,6,3,1.1,-9,-2
CCNC(=O)NCCc1c[nH]c2ccc(Cl)cc12,10,-10,0,-5,1,-1,2.0,1,0
COC(=O)c1nc(NC(=O)c2ccccc2Br)n[nH]1,-9,-7,2,-1,10,3,0.4,-5,-5
COC(=O)c1cc(S(=O)(=O)N(C)C2CCCCC2)oc1C,-12,13,1,-4,2,.,0.9,-6,-1
CCCCCOC(=O)CCN1C(=O)/C(=C2\SC(=S)N(CCC(=O)OCCCCC)C2=O)SC1=S,-14,-16,-2,-13,1,.,1.0,-39,-16
Cc1cccc(C)c1N1C(=O)c2ccccc2C1=O,4,4,-2,10,5,-1,-0.6,-8,6
O=C(NCc1cccc(Cl)c1)c1cccc(C(F)(F)F)c1,-16,-7,2,50,1,-2,-0.6,-6,-17
# More records follow.
SMILES,NPY2 pot ag,S1P4 antagonist,Ba/F3 V617F tox,CHOP inhibitor,BaF3 tox,NPY Y1 blocker,S1P4 agonist,p47phox inh,NPY1 pot ag
Cc1noc(NS(=O)(=O)c2ccc(N/C=C/C(=O)c3ccncc3)cc2)c1C,9,-27,-3,-11,6,0,-2.7,-31,6
COc1ccc(NC(=O)CSc2nnc(C3CC3)n2C)cc1,-1,-10,-2,29,2,2,3.5,-6,9
Cc1ccc(C(=O)Nc2ccccc2C(=O)N2CCCC2)cc1[N+](=O)[O-],8,-24,-4,13,2,0,0.7,-2,-11
CC(C)(C)c1ccccc1NC(=O)Cn1c(=O)cnc2ccccc21,-11,1,5,7,8,-2,-0.9,-10,-21
COc1ccc(CNCC(O)COc2cccc3c2OC(C)(C)C3)cc1 (stereo not given),95*,-27,20,45,29*,-8,1.6,-17,106*
O=C1CCCN1c1ccc(S(=O)(=O)NCc2ccco2)cc1,2,17,-4,4,-2,-1,-1.5,-23,-20
O=C(Cn1cnc2ccccc2c1=O)Nc1ccc2c(c1)OCCO2,-9,18,2,-16,6,2,1.4,-3,-18
COC(=O)Nc1ccc2c(c1)N(C(=O)CCN1CCN3CCCC3C1)c1ccccc1CC2 (stereo not given),4&1,-9&-9,-1&6,5&1,6&13,-2&-1,-0.3&-0.4,-18&2,7&1
O=[N+]([O-])c1ccc(N2CCCCC2)c(Cl)c1N1CCCCC1,-10,5,4,8,7,8,1.5,-22,-24
Cc1ccc(S(=O)(=O)N(C)c2c(C)ccc(S(=O)(=O)N3CCN(C=O)CC3)c2C)cc1,-6,-10,-2,-21,6,-6,5.4,-8,0
O=C(CSc1nnc(COc2cccc3ccccc23)o1)N1CCN(C(=O)c2ccco2)CC1,-10,-12,-2,-7,1,1,-0.1,7,-29
COC(=O)c1cccc(NC(=O)CN(c2ccc3c(c2)OCO3)S(C)(=O)=O)c1C,1,-13,5,32,3,0,1.3,-5,-30
COc1cc2c(O)c3c(c(-c4ccc5c(c4)OCO5)c2cc1OC)C(=O)OC3,27,17,12,.,22,-9,-1.4,1,34
Cc1cccc(NC(=O)Cn2nnc3ccccc32)c1,6,-32,-3,-22,0,-4,0.7,-9,13
CCS(=O)(=O)N1CCC(C(=O)c2ccc(Cl)cc2)CC1,-20,-5,0,28,2,2,-1.2,-17,-15
S=C(N/N=C/c1cccc2ccccc12)Nc1cccc(Cl)c1,-23,4,-1,-10,0,.,-0.7,-18,-27
Cc1ccc(C(=O)O)cc1-c1ccc(/C=C2/NC(=O)N(c3ccccc3)C2=O)o1,1,-18,-5,-27,2,-1,-0.2,-35,15
CC(=O)Nc1c(O)nc(SCC(=O)N2CCN(c3ccc(F)cc3)CC2)[nH]c1=O,8,17,-4,8,4,4,0.5,4,-5
O=C(NCc1ccc(F)cc1)Nc1cccc(Cl)c1,-5,-10,0,0,4,6,1.5,-2,9
COc1cc(OC)c(OC)cc1CN1CCCC(C(=O)N2CCCCC2)C1 (stereo not given),1,-7,1,9,3,0,1.0,-12,-2
CCOc1cc(/C=N/NC(=O)C(=O)NC)cc(Br)c1O,-5,-17,-3,9,5,5,2.3,-7,0
Cn1cccc1/C=C(\C#N)c1ccccc1,-5,-13,3,-13,3,-4,0.9,-8,7
O=C(O)Cc1ccc(C(=O)c2ccccc2F)s1,-9,-8,-1,-26,3,5,2.1,-9,-8
Cc1ccc(OCCN2C(=O)OC(C)(C)C2(C)O)cc1 (stereo not given),-17,4,5,20,3,-1,8.2,-4,-17
O=C(Nc1ccc(NC(=O)c2cccs2)cc1Cl)c1ccco1,1,3,7,-45,2,3,1.2,3,-8
CCn1c(SCC(=O)N2CCCc3ccccc32)nnc1-c1ccoc1C,5,-18,-3,24,0,-3,-1.7,-12,21
COc1ccc(-c2c(C#N)c(C)nc3c2C(=O)c2ccccc2-3)cc1,4,-12,-3,21,-1,4,1.6,23,10

# High-throughput results: PubChem BioAssay, several laboratories
